AmpC no deterg – AmpC beta-lactamase inhibition without detergent | P00811 | AmpC nitrocefin hydrolysis, absorbance 480 nm, 0.0001% Triton | Potency, µM (doses to about 57.1 µM), for inactives: at the highest dose activity change, negative = inhibition, hits mostly inhibitors | 330,000 compounds, 0.52% hits | AID 485341;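 also: potency is read from the fitted curve at half-maximal effect; plate controls were no compound for no effect and no enzyme for full effect; nearly all actives have a fitted effect of over 20% in size; some results filed as inactive show a strong effect at the top dose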
Target sequence (P00811 whole entry, looked up): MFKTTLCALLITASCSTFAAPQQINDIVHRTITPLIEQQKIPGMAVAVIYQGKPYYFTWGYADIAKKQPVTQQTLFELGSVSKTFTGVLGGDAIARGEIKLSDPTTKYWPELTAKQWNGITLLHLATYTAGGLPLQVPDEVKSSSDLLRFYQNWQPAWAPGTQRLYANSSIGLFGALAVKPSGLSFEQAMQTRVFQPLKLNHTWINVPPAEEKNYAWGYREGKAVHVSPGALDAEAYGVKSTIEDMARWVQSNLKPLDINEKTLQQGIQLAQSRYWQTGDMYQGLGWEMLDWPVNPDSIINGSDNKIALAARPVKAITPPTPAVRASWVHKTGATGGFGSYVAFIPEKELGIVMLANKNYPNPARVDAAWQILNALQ
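AmpC (5.3 nM in the dispensed reagent) in 20 mM phosphate pH 7.0 with 0.01% (detergent screen) or 0.0001% Triton X-100 was preincubated with compounds for 15 min at room temperature. Nitrocefin was then added from an 800 uM solution, and hydrolysis was followed at 480 nm.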
Pf growth 48h – P. falciparum growth inhibition at 48 hours (one generation) | P. falciparum luciferase growth in erythrocytes, 48 h | Potency, µM (doses to about 28.7 µM), for inactives: at the top dose activity change, negative = inhibition, most hits filed as inhibitors | 310,000 compounds, 5.9% hits; also: potency is read from the fitted curve at half-maximal effect; % is scaled to controls: 0 for no effect and ±100 for the full control effect
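Compounds are pin-transferred into medium, infected erythrocytes (2% hematocrit, 0.1% parasitemia final) are added, and plates sit one parasite generation at 37 C in 5% CO2. Detection reagent is then added and luminescence measured.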
TbPYK inhibitor – blocks Trypanosoma brucei pyruvate kinase | Q57TT1 | TbPYK enzyme, Kinase-Glo Plus ATP luminescence, 45 min | Potency, µM (doses to about 76.8 µM), without a hit: top-dose activity, negative = inhibition, most hits filed as inhibitors | 410,000 compounds, 0.12% hits | AID 624173; also: potency is read from the fitted curve at half-maximal effect; % is scaled to controls: 0 for no effect and ±100 for the full control effect; nearly all actives have a fitted effect of over 50% in size
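Enzyme and substrate buffer are dispensed first and compound is pin-transferred. ADP at 130 uM final then starts the reaction, which runs 45 min at room temperature. Detection reagent is added for 10 min before luminescence is imaged.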
Pf growth 96h – inhibits malaria parasite growth, 96 h; P. falciparum luciferase reporter growth, 96 h; Potency, µM (top dose mostly 28.7 µM), for the others: at the top dose activity change, negative = inhibition, usual class: inhibitors; 320,000 compounds, 6.9% hits; also: potency is read from the fitted curve at half-maximal effect; % is scaled to controls: 0 for no effect and ±100 for the full control effect
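Two-generation exposure (96 h) targets delayed-death phenotype. Reporter parasites carrying integrated firefly luciferase, in red cells at 2% hematocrit and 0.05% parasitemia final, kept at 37 C, 5% CO2; luminescence loss indicates inhibition.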
Cycloheximide cs – counter-screen hit for Shiga toxin inhibitors, cycloheximide. cell reporter, cycloheximide protein synthesis inhibition counterscreen. max response, %. 300,000 compounds, 12% hits; in the data active = max response mostly above about 13%, no sharp cut-off; inactive = mostly below about 14%; also: read at 38.3 µM for the half of the compounds with a filed dose; 0% is about no effect
LmPK inh – inhibitors of Leishmania mexicana pyruvate kinase. 290,000 compounds, 0.37% hits. AID 1721. purified LmPK, Kinase-Glo ATP luminescence, 1 h. Potency, µM (highest dose often 57.5 µM), for inactives: top-dose activity change, negative = inhibition, hits mostly inhibitors. Q27686; also: potency is read from the fitted curve at half-maximal effect; % is scaled to controls: 0 for no effect and ±100 for the full control effect
Target sequence (Q27686 whole entry, looked up): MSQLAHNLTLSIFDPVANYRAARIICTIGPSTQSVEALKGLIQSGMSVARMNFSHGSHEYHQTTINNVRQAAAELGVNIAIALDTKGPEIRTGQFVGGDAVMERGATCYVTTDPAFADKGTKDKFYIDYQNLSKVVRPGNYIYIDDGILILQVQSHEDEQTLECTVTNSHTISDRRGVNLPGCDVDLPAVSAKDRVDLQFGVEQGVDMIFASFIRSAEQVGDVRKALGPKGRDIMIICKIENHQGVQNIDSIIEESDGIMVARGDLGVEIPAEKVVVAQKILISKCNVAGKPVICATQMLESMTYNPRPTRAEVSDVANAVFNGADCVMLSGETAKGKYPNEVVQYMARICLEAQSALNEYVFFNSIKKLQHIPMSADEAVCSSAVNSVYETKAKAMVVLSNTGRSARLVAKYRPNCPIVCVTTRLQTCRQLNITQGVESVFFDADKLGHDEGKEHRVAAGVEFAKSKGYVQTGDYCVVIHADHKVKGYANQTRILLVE
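Screened at intermediate enzyme activity to detect both inhibitors and activators: LmPK at 0.1 nM, with a 0.5 nM enzyme column as activation reference. PEP 0.5 mM, ADP 0.1 mM; ATP detected by luminescence after 1 h.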
Shiga inhibitor – inhibitors of Shiga toxin in Vero cells. Vero cells, Shiga toxin protein synthesis inhibition reporter. inhibition, % at 38.7 µM. 290,000 compounds, 9.2% hits; in the data active = inhibition mostly above about 28%, no sharp cut-off; inactive = mostly below about 43%; also: 0% is about no effect
* hit, by the source's call; u = inconclusive; x = no result given; & = joins results of further samples; [ ] = dose if it differs, or a comment. Unless noted, calls follow the shape of the dose curve; as a rule, active = well fitted curve in the direction sought with a large enough effect; inconclusive = small, poorly fitted or top-dose-only effect, or another doubt; inactive = no such curve, though single readings can be large; an effect the other way counts as inactive or inconclusive.

entry	SMILES	AmpC no deterg	Pf growth 48h	TbPYK inhibitor	Pf growth 96h	Cycloheximide cs	LmPK inh	Shiga inhibitor
1	CCc1nc2ccccc2c(=O)n1-c1ccccc1OC	1%	-16%	1%	-7%	4	-6%	-16
2	COCCNC(=S)Nc1ccc2nc(N3CCOCC3)cc(C)c2c1	-16%	0%	-7%	25%	-4	5%	-10
3	COc1ccc(CC(=O)c2ccc(OC3OC(CO)C(O)C(O)C3O)cc2O)cc1 (stereo not drawn)	-7%	10%	0%	u	14*	0%	84*
4	O=C(NCCNC(=O)c1cc(OCC(F)(F)F)ccc1OCC(F)(F)F)Nc1ccc(OC(F)(F)F)cc1	-2%	46%[activator]	2%	62%[activator]	-5	3%	-1
5	CN(C)c1ncc(S(=O)(=O)c2ccccc2)c(=O)[nH]1	-6%	27%	1%	33%[activator]	-4	1%	-8
6	CN1CCN(C(=O)/C(=C\c2ccc3c(c2)OCO3)NC(=O)c2cccs2)CC1	-26%	3%	-3%	-2%	-1	-2%	-4
7	Cc1cc(C)cc(NC(=O)CCN2C(=O)c3ccccc3S2(=O)=O)c1	-19%	1%	-1%	8%	4	2%	1
8	Oc1c(CN2CCc3ccccc3C2)cc(Cl)c2cccnc12	-22%	x	-11%	137%[activator]	-3	15%	-5
9	CCCNC(=O)c1ccc(CN2CCc3ccccc3C2)cc1	-12%	10µM*	3%	249%[activator]	-2	3%	9
10	Cc1cccn2c(=O)c(/C=C(\C#N)C(=O)NC3CCS(=O)(=O)C3)c(N3CC(C)OC(C)C3)nc12 (stereo not drawn)	47%	-20%	4%	-5%	1	1%	-3
11	CC(C)(C)C(=O)Nc1cc(NC(=O)C(C)(C)C)cc(C(=O)Nc2cc(C(=O)O)cc(C(=O)O)c2)c1	-9%	0%	-5%	3%	-1	0%	7
12	CCOC(=O)c1ccc(NC(=S)N(CCN2CCCCCC2)Cc2ccco2)cc1	21%	u	-25%	-19%	11	3%	-4
13	O=c1[nH]c2ccccc2cc1-c1nnn(-c2ccc(F)cc2)n1	-29%	122%[activator]	5%	147%[activator]	23*	2%	49*
14	O=C(C1CCN(S(=O)(=O)c2ccccc2F)CC1)N1CCc2ccccc21	-22%	-23%	1%	u	x	x	x
15	Cc1nnc2n(C3CCCCC3)c(=O)c3c4c(sc3n12)CCC4	-6%	-2%	x	3.3µM*	-2	5%	-20
16	COc1cc(/C=N/NC(=O)c2cc[n+]([O-])cc2)ccc1O	-13%	-1%	2%	28%	-5	-3%	26
17	CC(C)C(=O)NC(C)C(c1cccs1)N1CCN(c2ccccc2)CC1 (stereo not drawn)	33%	u	6%	u	-1	0%	-4
18	c1ccc(Cn2ccnc2-c2ccco2)cc1	-8%	x	-5%	-11%	15	14%	36
19	CCOC(=O)c1c(NC(=O)Cn2cc([N+](=O)[O-])cn2)sc2c1CCC2	-25%	-9%	4%	37%[activator]	-1	-1%	-13
20	Nc1nc(-c2cccc(F)c2)cs1	-20%	19%	-23%	-2%	-2	-8%	17
21	CC(=O)Nc1cccc(NC(=O)Nc2ccc(C(C)=O)cc2)c1	-16%	44%[activator]	3%	x	-1	1%	68
22	COC(=O)C1=C(N)Oc2cc(C)n(CC3CCCO3)c(=O)c2C1c1ccccc1OC (stereo not drawn)	-6%	-5%	-3%	u	2	0%	-14
23	CCOC(=O)Nc1ccc2c(c1)N(C(=O)CN(CC)CC)c1ccccc1CC2	22%	u	13%	u	-3	1%	-5
24	CCOC(=O)c1cc(C(=O)NNC(=O)c2cccc([N+](=O)[O-])c2)c(C)nc1C	-4%	-29%	7%	19%	x	x	x
25	Cc1ccc(C)c(NC(=O)CSc2nc(C)cs2)c1	-4%	-17%	-12%	u	x	x	x
26	Cc1ccc(S(=O)(=O)N2CCC(C(=O)NCCc3ccccn3)CC2)cc1	-3%	-19%	0%	-5%	-3	-2%	-19
27	COc1ccc(C2=NNC(c3cccs3)=Nc3ccc(OC)cc32)cc1	-47%	u	-2%	-17%	31*	0%	70*
28	Cc1ccc(-c2nc(-c3cccnc3)sc2CC(=O)O)cc1	72%[activator]	-3%	-3%	-8%	-3	9%	21
29	COC(=O)c1sc2nc(SCc3cccc(F)c3)n(N)c(=O)c2c1C	-29%	-1%	0%	-13%	-6	1%	-7
30	CC(CNC(=O)CCS(=O)(=O)c1ccc2c(c1)oc(=O)n2C)c1ccccc1 (stereo not drawn)	-11%	u	-6%&2%	9.3µM*	1	-3%	14
31	Cc1cc(C)nc(N2CCCC(C(=O)Nc3nc4ccc(S(C)(=O)=O)cc4s3)C2)n1 (stereo not drawn)	60%	7.4µM*	7%	x	1	5%	-14
32	Brc1ccc2nc(-c3ccncc3)c(NC3CCCC3)n2c1	-38%	u	-12%	3%	-3	3%	-8
33	O=C(c1cccc2c1-c1ccccc1/C2=N/O)N1CCCCC1	-24%	16%	-3%	u	-5	-3%	24
34	Cc1[nH]c2ccccc2c1-c1nc(-c2ccc(Cl)cc2)nnc1-c1ccccc1	-10%	-6%	x	52%[activator]	13	0%	-1
35	Fc1ccc(NC(=S)Nc2cccc(Cl)c2)cc1	-16%	20%	-3%	19%	8	-2%	17
36	Cc1c(-c2ccccc2)[n+](=O)c2c(n1[O-])CCCC2	-7%	73%[activator]	5%	82%[activator]	-2	0%	-8
37	CCCC(=O)Nc1ccc2c(c1)nc(CCNC(=O)c1ccco1)n2C	-10%	u	6%	0%	-1	-1%	-2
38	CC(=O)Nc1ccc(S(=O)(=O)Nc2nc3ccc(C)cc3s2)cc1	-38%	30%[activator]	-5%	26%	-4	-1%	-7
39	N#CC(C#N)=NNc1ccc(S(=O)(=O)N2CCCCC2)cc1	-26%	-22%	-8%	u	-2	5%	-3
40	COCc1[nH]nc2c1C(c1ccccc1OC)C(C#N)=C(N)O2 (stereo not drawn)	-30%	7%	-3%	112%[activator]	8	-1%	-16
41	CCOC(=O)N1CCN(c2ncnc3c2oc2nc(C)c4c(c23)CC(C)(C)OC4)CC1	-5%	2%	x	132%[activator][5.75 µM]	-3	-4%	-21
42	O=C1OC[C@H](Cc2ccc3c(c2)OCO3)/C1=C\c1ccc2c(c1)OCO2	-27%	0%	-2%	7%	x	x	x
43	CCC(C)(C)NC(=O)C1CC(=O)N(CCc2ccc(F)cc2)C1 (stereo not drawn)	-3%	174%[activator]	-5%	0%	-2	2%	-16
44	Cc1ccc(C)c(N(C(=O)CNC(=O)c2ccco2)C(C(=O)NC2CCCCC2)c2ccncc2)c1 (stereo not drawn)	2%	-20%	-8%	35%[activator]	-12	-4%	-2
45	O=C1c2cccnc2C(=O)N1Cc1ccc(S(=O)(=O)N2CCOc3ccc(Cl)cc32)cc1	20%	23%	12%	u	-7	-7%	0

From no. 35 as far as 44, copied from above:
entry	SMILES	AmpC no deterg	Pf growth 48h	TbPYK inhibitor	Pf growth 96h	Cycloheximide cs	LmPK inh	Shiga inhibitor
35	Fc1ccc(NC(=S)Nc2cccc(Cl)c2)cc1	-16%	20%	-3%	19%	8	-2%	17
36	Cc1c(-c2ccccc2)[n+](=O)c2c(n1[O-])CCCC2	-7%	73%[activator]	5%	82%[activator]	-2	0%	-8
37	CCCC(=O)Nc1ccc2c(c1)nc(CCNC(=O)c1ccco1)n2C	-10%	u	6%	0%	-1	-1%	-2
38	CC(=O)Nc1ccc(S(=O)(=O)Nc2nc3ccc(C)cc3s2)cc1	-38%	30%[activator]	-5%	26%	-4	-1%	-7
39	N#CC(C#N)=NNc1ccc(S(=O)(=O)N2CCCCC2)cc1	-26%	-22%	-8%	u	-2	5%	-3
40	COCc1[nH]nc2c1C(c1ccccc1OC)C(C#N)=C(N)O2 (stereo not drawn)	-30%	7%	-3%	112%[activator]	8	-1%	-16
41	CCOC(=O)N1CCN(c2ncnc3c2oc2nc(C)c4c(c23)CC(C)(C)OC4)CC1	-5%	2%	x	132%[activator][5.75 µM]	-3	-4%	-21
42	O=C1OC[C@H](Cc2ccc3c(c2)OCO3)/C1=C\c1ccc2c(c1)OCO2	-27%	0%	-2%	7%	x	x	x
43	CCC(C)(C)NC(=O)C1CC(=O)N(CCc2ccc(F)cc2)C1 (stereo not drawn)	-3%	174%[activator]	-5%	0%	-2	2%	-16
44	Cc1ccc(C)c(N(C(=O)CNC(=O)c2ccco2)C(C(=O)NC2CCCCC2)c2ccncc2)c1 (stereo not drawn)	2%	-20%	-8%	35%[activator]	-12	-4%	-2

Remaining list, next part
entry	SMILES	AmpC no deterg	Pf growth 48h	TbPYK inhibitor	Pf growth 96h	Cycloheximide cs	LmPK inh	Shiga inhibitor
46	CCOC(=O)c1c(CN(C)C)n(-c2ccc(C)cc2)c2cc(Br)c(O)cc12	151%[activator]	0.74µM*	0%	0.33µM*	-6	-1%	-9
47	C/C(CC(=O)Nc1cc(C)ccn1)=N\NC(=O)c1ccccc1C	-12%	15%	-2%	6%	26*	7%	51*
48	Cc1ccc(CC(=O)Nc2ncc([N+](=O)[O-])s2)cc1	-29%	75%[activator]	-2%	-20%	30*	-10%	61
49	Cc1ccc(NC2CCCN(C(=O)c3ccoc3C)C2)cc1C (stereo not drawn)	12%	0%	-11%	u	2	-11%	-4
50	CCCn1c(C(C)Nc2nc(-c3ccc(C)cc3)cs2)nc2cc(Cl)c(N3CCCCC3)cc21 (stereo not drawn)	-24%	u	-1%	u	-2	-8%	-1
51	C=CCN(CC=C)C(=S)NC(=O)c1ccc(-c2ccccc2)cc1	-45%	x	6%	7.4µM*	11	0%	-5
52	O=S(=O)(NC1CCCCC1)c1ccc(Br)cc1	-48%	11%	1%	36%[activator]	1	2%	-23
53	CC1CN(C(=O)COC(=O)c2ccc(N(C)C)cc2)CC(C)O1 (stereo not drawn)	-4%	10%	1%	23%	0	-4%	19
54	CCC(C)c1ccc(S(=O)(=O)N2CCN(C(C)CC(=O)O)CC2)cc1 (stereo not drawn)	-12%	10%	-18%	13%	-2	3%	-4
55	O=C(Nc1ccccc1N1CCOCC1)c1ccc(S(=O)(=O)NCc2ccco2)cc1	u	16%	-2%	65%[activator]	-3	-3%	56
56	Cc1nc2nc[nH]n2c(=O)c1NS(=O)(=O)c1ccc([N+](=O)[O-])cc1	-7%	54%[activator]	-5%	u	-2	0%	19
57	COc1ccccc1CN1CCCC(CNC(=O)c2cccc3ccccc23)C1 (stereo not drawn)	8%	u	5%	u	-3	-1%	x
58	COc1cccc(C(=O)NCc2ccco2)c1OC	-17%	u	8%	9%	0	-1%	x
59	CC(=O)Nc1ccc(NC(=O)Oc2ccccc2)cc1	-21%	-5%	-5%	u	10	-13%	-3
60	O=C(CN1C(=O)c2cccnc2Oc2ccc(Cl)cc21)NCCCc1ccccc1	79%[activator]	u	4%	77%[activator]	0	9%	-11

Screening results: PubChem BioAssay, National Center for Advancing Translational Sciences (NCATS)

No enrichment for hits (roughly 22% active in at least one column).
